ST2 IL33 inh: blocks human ST2 binding to IL-33 | AlphaLISA ST2-Fc/biotin-IL-33 interaction, 1 h | AID 1259354 | inhibition, % for hits at 17 µM | Q01638 | 78,000 compounds, 2.3% hits; in the data active = inhibition above about 30%; inconclusive = mostly about 10% to 28%
Target sequence (Q01638 whole entry, looked up): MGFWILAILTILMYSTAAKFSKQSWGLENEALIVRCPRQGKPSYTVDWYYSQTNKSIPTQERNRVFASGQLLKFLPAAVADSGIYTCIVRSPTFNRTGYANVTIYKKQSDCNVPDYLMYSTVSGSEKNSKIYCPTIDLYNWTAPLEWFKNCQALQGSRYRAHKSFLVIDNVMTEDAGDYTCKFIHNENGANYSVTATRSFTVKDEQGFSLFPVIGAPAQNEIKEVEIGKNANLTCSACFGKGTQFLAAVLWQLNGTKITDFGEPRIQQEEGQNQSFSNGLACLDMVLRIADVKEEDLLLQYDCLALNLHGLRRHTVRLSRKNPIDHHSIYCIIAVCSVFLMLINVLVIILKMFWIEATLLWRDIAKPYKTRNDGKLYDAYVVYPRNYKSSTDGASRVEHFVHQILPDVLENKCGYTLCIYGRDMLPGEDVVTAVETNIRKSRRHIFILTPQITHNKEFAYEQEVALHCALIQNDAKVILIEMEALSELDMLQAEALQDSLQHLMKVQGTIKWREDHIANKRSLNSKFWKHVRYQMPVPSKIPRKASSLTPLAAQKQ
Active calls of the source: *; i = inactive; ? = inconclusive. This is a subset; the hit share may differ from the screen's.

SMILES	ST2 IL33 inh
COc1cc(/C=C2\C(=O)NC(=O)N(c3cccc(C)c3)C2=O)cc(Cl)c1O	i
O=C(NCCc1nc2cccnc2n1C1CCCCC1)Nc1cccc(Br)c1	i
N#CC1=C(N)SC(N)=C(C#N)C1c1ccccc1I	?
O=C(O)c1cccc(CC2CCN(C(=O)C3CCS(=O)(=O)CC3)CC2)c1	?
C=CCN1CCN(C(=O)C2COc3ccccc3C2)CC1 (stereo unspecified)	i
c1ccc(CC2CCN(c3ncnc4c3cnn4-c3ccccc3)CC2)cc1	i
CC1CCc2c(sc(NC(=O)c3cc(-c4cccs4)on3)c2C(N)=O)C1 (stereo unspecified)	i
CCc1ccccc1NS(=O)(=O)c1cccc2cccnc12	i
COCCn1c(CNC(=O)c2ccccc2F)nc2cccnc21	i
CCC(C)NC(=O)c1cn(CC)c2ccc(S(=O)(=O)N(C)C3CCCCC3)cc2c1=O (stereo unspecified)	i
COc1cc(OC)c(C2SCCN2C(=O)c2cc3ccccc3oc2=O)cc1OC (stereo unspecified)	?
CNCC(=O)N(Cc1cccc(Cl)c1)C1CC1	?
COc1ccc(CCNC(=O)C2CCN(Cc3ccc4c(c3)OCO4)CC2)cc1OC	i
COc1cccc(C2Oc3nc(SC)nnc3-c3ccccc3N2C(C)=O)c1OC (stereo unspecified)	?
CCC(C)NC(=O)CCCn1c(=O)[nH]c2cc(OC)c(OC)cc2c1=O (stereo unspecified)	i
O=C(Nc1ccc(Oc2ccccc2)cc1)c1ccc(Br)o1	?
Cc1c(O)cc(C(=O)NCC2CCN(C3CCOCC3)C2)cc1O (stereo unspecified)	?
COc1cccc(/C=C2\N=C(SC)SC2=O)c1OCc1ccccc1	40%*
Cc1cccc(CN2CCC(c3nn(C)c(=O)n3Cc3ccccc3)CC2)n1	i
Cc1cc(N2CCc3onc(C(c4ccccc4)c4ccccc4)c3C2)nc(N)n1	i
CCc1cc2c(=O)c(-c3ccc4c(c3)OCCO4)c(C)oc2cc1OC(C)=O	i
Cc1nc(Cl)c(C(=O)NC(=O)Nc2cccc(C(F)(F)F)c2)c(C)c1[N+](=O)[O-]	i
C/C=C/CN1CCC=C(CNC(=O)c2ccccc2NC(C)=O)C1	i
CC(C)c1ccc(N(CC(=O)Nc2ccccc2C(=O)N2CCCC2)S(C)(=O)=O)cc1	i
Cc1cc(I)cc2c1NC(c1ccc(F)cc1)C1CC=CC21 (stereo unspecified)	?
O=C1c2ccccc2C(=O)N1C/C=C/CN1C(=O)c2ccccc2C1=O	?
CC(C)O[C@@H]1O[C@H](CO)[C@@H](O)[C@H](O)[C@H]1O	i
Cc1cc(C(=O)CN2CC(C)OC(C)C2)c(C)n1-c1ccccc1 (stereo unspecified)	i
O=C(NCc1cccnc1)c1cccc(S(=O)(=O)N2CCOCC2)c1	i
O=C(Cn1c(=O)[nH]c2ccsc2c1=O)NCCc1ccc(Cl)cc1	i
COc1ccc(-c2cc(C(F)(F)F)nc(N3CCN(C)CC3)n2)cc1	i
O=[N+]([O-])c1ccc(/C=C/c2ccc3ccccc3n2)o1	67%*
COC(=O)c1cc(NC(=O)c2ccc(Br)o2)cc(C(=O)OC)c1	i
CC(C)NC(=O)C1CCC(=O)N1C1CCCC1 (stereo unspecified)	i
COc1ccc(NC(=O)Nc2ccc(I)cc2)cc1	i
CO[C@H]1COC[C@@H]1NC(=O)CCSc1ccc2c(c1)OCCO2	i
COc1ccc(-c2cc(C(=O)Nc3ccc([N+](=O)[O-])cc3OC)c3ccccc3n2)c(OC)c1	i
CC(C)(C)NCCOc1ccc(Cl)c(Cl)c1	i
Cc1cc(CNC(=O)CN2C[C@@H](C)O[C@@H](C)C2)c2[nH]c(C)c(C)c2c1	i
C=CCn1cc(C(=O)NCc2cccnc2)c(=O)c2cc(S(=O)(=O)N(CC)CC)ccc21	i
Oc1cc(-c2csc3ccccc23)cc2c1OCCN(CCn1cncn1)C2	?
CCN(CC)C(=O)C1CCCN(Cc2nc(C(c3ccccc3)c3ccccc3)no2)C1 (stereo unspecified)	i
Cc1cc(C(=O)N2CCOc3c(O)cc(-c4ccccc4C)cc3C2)n[nH]1	i
COc1c(C(CC(C)C)OC(C)=O)ccc2c1C(=O)OCc1cc(C)cc(O)c1O2 (stereo unspecified)	i
O=C(O)c1ccc(N2C(=O)[C@H]3C4c5ccccc5C(CO)(c5ccccc54)[C@H]3C2=O)cc1	i
Cc1sc2nc(SCC(N)=O)[nH]c(=O)c2c1C	i
CSc1nnc2c(n1)OC(c1cc(O)ccc1Cl)Nc1ccccc1-2 (stereo unspecified)	i
NC(N)=NS(=O)(=O)c1ccc(N=Cc2cccs2)cc1	i
COc1cc2c(cc1OC)C(C(=O)NCCCN1CCCC1)C(c1cccs1)N(C)C2=O (stereo unspecified)	i
CC(C)Cn1cc(C(=O)NC(C)C)c2c3ccccc3n(C)c2c1=O	i
CN1CC2(CCN(C(=O)c3cnc(-c4cccnc4)nc3)C2)OC1=O (stereo unspecified)	?
COc1ccc(NC(=O)c2oc3ccccc3c2NC(=O)c2ccco2)c(OC)c1	i
O=S(=O)(NCc1nc2cccnc2n1Cc1ccccc1Cl)c1ccc(F)c(Cl)c1	i
CCN(CC)CCCn1c(-c2ccc(OC)cc2)cn2c3ccccc3nc12	?
COc1cccc(C2N(c3cc(Cl)ccc3OC)C(=O)C3CCCN32)c1 (stereo unspecified)	?
COc1ccc([N+](=O)[O-])cc1-c1ccc(/C=C2\SC(N)=NC2=O)o1	?
CC1CC(Nc2ccccc2)c2ccccc2N1C(=O)c1ccccc1 (stereo unspecified)	?
CCOC(=O)c1oc2ccccc2c1NC(=O)C(C)Oc1ccccc1 (stereo unspecified)	i
Cc1ccc(C)c(S(=O)(=O)N2CCN(c3cc(-c4cccc(F)c4)ncn3)CC2)c1	i
C=CCN1CCc2cc(O)c(O)cc2C(c2ccccc2)C1 (stereo unspecified)	i
Further entries follow:
SMILES	ST2 IL33 inh
CN1CCc2c(n(-c3ccccc3)c3ccccc23)C1=O	i
CCN(CC)C(=O)C1CCC(Cn2c(=O)c3sccc3n(CC(=O)NC(C)C)c2=O)CC1 (stereo unspecified)	i
O=C(NCc1ccccc1)N1Cc2[nH]cnc2C[C@H]1c1nc(-c2ccc3c(c2)OCO3)no1	i
Cc1nnc(SCCn2c(N3CCC(C)CC3)nc3c2c(=O)[nH]c(=O)n3C)s1	i
O=C(CN1CCCC1=O)N1CCCC2(C=Cc3ccccc3O2)CC1 (stereo unspecified)	?
COCCC(=O)N1CCc2c([nH]c3ccccc23)C1c1cccc(C(F)(F)F)c1 (stereo unspecified)	i
O=S(=O)(c1ccccc1)c1nc(-c2ccccc2F)oc1N1CCCCC1	32%*
CNCC(=O)N1CCCCC1CCN1CCCC1=O (stereo unspecified)	i
COC(=O)c1cccc(C(=O)NC(C)c2cnn(-c3ccccc3C)c2C)c1 (stereo unspecified)	?
COc1ccc(NC(=O)c2sc3nc(C)cc(C(F)(F)F)c3c2N)cc1	i
CCCOC(=O)COc1ccc2c(=O)c(Oc3ccc(C(C)(C)C)cc3)coc2c1	i
O=C1c2ccccc2C(=O)c2c1nc1n2CCOC1	i
N#Cc1c(N)nc(SCC(=O)c2ccc(O)c(O)c2)c(C#N)c1-c1cccc(Cl)c1	?
Cn1c(=O)[nH]c(=O)c2c1nc(N1CCC(Cc3ccccc3)CC1)n2CCSc1ncccn1	i
COc1cccc(CC2CN(C(=O)c3cccc(Cn4cccn4)c3)CCO2)c1 (stereo unspecified)	?
O=C(c1ccc(Br)o1)N1CCN(c2ccccc2)CC1	?
Cn1c(=O)[nH]c(=O)c2c1nc(CN1CCOCC1)n2CCCO	i
O=C(CN1CCN(Cc2ccccc2)S1(=O)=O)Nc1cccc(Cl)c1	i
COc1cc(-c2ncnn2-c2ccc(F)c([N+](=O)[O-])c2)ccc1OCc1ccccc1	i
COc1cc(C(C#N)N2CCN(C(C#N)c3ccc(O)c(OC)c3)CC2)ccc1O (stereo unspecified)	?
CC1=CC(C)C(COC(=O)CN2CCCCC2)(COC(=O)CN2CCCCC2)C(C)C1 (stereo unspecified)	?
Cc1nn(-c2ccccc2)c(Cl)c1C=C(C#N)C#N	i
Cc1nc(CC(=O)NCCn2[nH]c(=O)ccc2=O)c(C)s1	?
Cc1ccc2oc(-c3ccc(F)cc3)nc2c1	i
CCOC(=O)C1C(=O)C=C(c2ccco2)CC1c1ccc(CC)cc1 (stereo unspecified)	?
COc1ccc(CC(=O)NC2CC(=O)N(c3ccc(F)cc3)C2)cc1OC (stereo unspecified)	i
Cc1ccc(N2CC(NC(=O)C3CCCCC3)CC2=O)cc1 (stereo unspecified)	?
Cc1ccc(C(=O)C2=C(O)C(=O)N(Cc3ccco3)C2c2ccc(F)cc2)o1 (stereo unspecified)	i
Cc1ccc(CCN2CC(C(=O)NC3CCC(C)CC3)CC2=O)cc1 (stereo unspecified)	?
COc1ccc(-c2c3c(=O)n(C)c(=O)n(C)c3c3cccnn23)cc1	i
O=C(Nc1c(C(=O)Nc2ccccc2F)oc2ccccc12)c1ccccc1F	i
COCC(=O)Nc1cccc(-c2cc(F)ccc2C)c1	i
O=C(Nc1ccc(N2CCCC2)cc1)C(Cl)(Cl)Cl	38%*
COc1cc(C2NC(=O)CCC2[N+](=O)[O-])c(OC)cc1Br (stereo unspecified)	i
CC(C)CC(=O)NC(C)C(c1cccs1)N1CCN(c2ccccc2)CC1 (stereo unspecified)	?
O=C1C(=Cc2ccc(-c3ccc(F)cc3)o2)C(=O)c2ccccc21	i
C#CCNC(=O)CC[C@@H]1CNC(=O)[C@@H]2C[C@H](NC(=S)NCCOC)CN12	i
COc1cccc(NC(=O)Cn2c(C(F)(F)F)nc3ccccc32)c1	i
O=C(/C=C/c1ccc2c(c1)OCO2)Nc1cccc(Cl)c1	i
CCN(CC)S(=O)(=O)c1ccc(C(=O)Nc2ccc(OCC(=O)N3CCOCC3)cc2)cc1	i
Cc1ccc(C)n1CCN1CCN(CC(=O)Nc2cc(C(F)(F)F)ccc2Cl)CC1	i
O=[N+]([O-])c1cc(-c2ncnn2-c2ccccc2C(F)(F)F)ccc1Cl	?
Cc1ccc(C2C(C#N)=C(N)Oc3cc(O)ccc32)cc1 (stereo unspecified)	?
N#C/C(=C\c1ccc(-c2ccccc2)o1)C(=O)Nc1cccc2ncccc12	40%*
Cc1ccc2c(c1)c(Cn1cc(-c3sccc3C)nn1)nn2C	i
CN(C(=O)c1nn(-c2ccc(Cl)cc2)c(=O)c2ccccc12)C1CCCCC1	i
Cc1ccc(N2C(=O)CC(Sc3ncn[nH]3)C2=O)cc1C (stereo unspecified)	36%*
O=C(c1ccccc1Br)N1CCCC1	i
O=C(CCS(=O)(=O)c1cccc2nsnc12)NC1CCCCCC1	i
Cc1cc(C)c(S(=O)(=O)n2cnc3ccccc32)c(C)c1	i
O=C(c1ccccn1)N1C[C@@H]2C[C@H](C1)c1ccc(NS(=O)(=O)Cc3ccccc3)c(=O)n1C2	?
CCOc1ccc(C(=O)Nc2ccccc2CC)cc1Cl	i
Cc1cccc(OCC(=O)Nc2ccc(F)cc2)c1C	i
Brc1ccc(C2=CC(c3ccc(Br)cc3)n3nnnc3N2)cc1 (stereo unspecified)	?
FC(F)(F)c1ccnc(-c2cccc3ccnn23)c1	?
Cc1c(C(=O)NCCN2CCOCC2)oc2ccc(S(=O)(=O)N3CCCC3)cc12	i
N#CC1=C(N)OC2=C(C(=O)CCC2)C1c1cccc(Cl)c1Cl (stereo unspecified)	i
COc1ccc2c(c1)C1OCCC1C(c1ccco1)N2 (stereo unspecified)	?
Cc1ccccc1CSC1=NCCN1C(=O)c1cccs1	i
Cc1ccc(C(=O)Nc2nc3ccc4nc(C)sc4c3s2)cc1	i
Next compounds follow:
SMILES	ST2 IL33 inh
CC(c1cnn(-c2ccccc2)c1)n1ccnc1-c1cnc(N(C)C)nc1 (stereo unspecified)	?
O=C1CCCN1Cc1ccccc1CNS(=O)(=O)NCc1ccccc1	i
O=C(c1cc(Br)cc(Br)c1)N1CCCCCC1	?
COc1ccc(F)c(C(=O)N(C/C=C/c2ccccc2)CCO)c1F	i
NC(=O)c1cc(-c2ccc(Cl)cc2)nc2ccccc12	i
O=C(Cn1nnc(-c2ccccc2)n1)c1cccc([N+](=O)[O-])c1	?
OC1CCN(Cc2cc(Br)cs2)CC1	?
CC(C)(C)CC(=O)NC1CC(=O)N(c2cccc(F)c2)C1 (stereo unspecified)	i
CCOc1ccc(NC(=O)c2coc(=O)c3ccccc23)cc1	i

By substructure, those above with a furan ring, fused or not
SMILES	ST2 IL33 inh
O=C(Nc1ccc(Oc2ccccc2)cc1)c1ccc(Br)o1	?
O=[N+]([O-])c1ccc(/C=C/c2ccc3ccccc3n2)o1	67%*
COC(=O)c1cc(NC(=O)c2ccc(Br)o2)cc(C(=O)OC)c1	i
COc1ccc(NC(=O)c2oc3ccccc3c2NC(=O)c2ccco2)c(OC)c1	i
COc1ccc([N+](=O)[O-])cc1-c1ccc(/C=C2\SC(N)=NC2=O)o1	?
CCOC(=O)c1oc2ccccc2c1NC(=O)C(C)Oc1ccccc1 (stereo unspecified)	i
O=C(c1ccc(Br)o1)N1CCN(c2ccccc2)CC1	?
CCOC(=O)C1C(=O)C=C(c2ccco2)CC1c1ccc(CC)cc1 (stereo unspecified)	?
Cc1ccc(C(=O)C2=C(O)C(=O)N(Cc3ccco3)C2c2ccc(F)cc2)o1 (stereo unspecified)	i
O=C(Nc1c(C(=O)Nc2ccccc2F)oc2ccccc12)c1ccccc1F	i
O=C1C(=Cc2ccc(-c3ccc(F)cc3)o2)C(=O)c2ccccc21	i
N#C/C(=C\c1ccc(-c2ccccc2)o1)C(=O)Nc1cccc2ncccc12	40%*
Cc1c(C(=O)NCCN2CCOCC2)oc2ccc(S(=O)(=O)N3CCCC3)cc12	i
COc1ccc2c(c1)C1OCCC1C(c1ccco1)N2 (stereo unspecified)	?

Compound activity (PubChem BioAssay)
